Bioassay records deposited in PubChem BioAssay by The Scripps Research Institute Molecular Screening Center.
TDP2 inh: blocks human TDP2 phosphodiesterase activity; O95551; recombinant TDP2, T5PNP hydrolysis, p-nitrophenol absorbance 415 nm; inhibition, % at 12.8 µM; 370,000 compounds, 0.34% hits; AID 720702;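 active means inhibition above the mean of all tested compounds plus 3 SD, set per campaign, cut at about 25% in these data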;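 further: 0% = DMSO with enzyme and 100% = buffer with substrate but no TDP2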
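Evaluation: % inhibition relative to enzyme-containing and enzyme-free wells. Material: recombinant human TDP2. Benchmarks: enzyme-free and DMSO wells. Timing: enzyme reaction with compound for 2 h at 37 °C. Compound dosing: 12.8 µM only. Measured by: p-Nitrophenol epi absorbance. Reagent: T5PNP substrate at 5 mM, a TopII-DNA adduct mimic. Replication: single well per compound.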
HTRA1 inhibitor: inhibitors of human serine peptidase HTRA1; inhibition, % at 5.96 µM; Q92743; recombinant HTRA1, FP-rhodamine activity-based probe, fluorescence polarization; 340,000 compounds, 0.5% hits; in the data active means inhibition above about 36%;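 further: 0% = enzyme with DMSO and 100% = wells lacking enzyme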
Target sequence (Q92743 whole entry, looked up): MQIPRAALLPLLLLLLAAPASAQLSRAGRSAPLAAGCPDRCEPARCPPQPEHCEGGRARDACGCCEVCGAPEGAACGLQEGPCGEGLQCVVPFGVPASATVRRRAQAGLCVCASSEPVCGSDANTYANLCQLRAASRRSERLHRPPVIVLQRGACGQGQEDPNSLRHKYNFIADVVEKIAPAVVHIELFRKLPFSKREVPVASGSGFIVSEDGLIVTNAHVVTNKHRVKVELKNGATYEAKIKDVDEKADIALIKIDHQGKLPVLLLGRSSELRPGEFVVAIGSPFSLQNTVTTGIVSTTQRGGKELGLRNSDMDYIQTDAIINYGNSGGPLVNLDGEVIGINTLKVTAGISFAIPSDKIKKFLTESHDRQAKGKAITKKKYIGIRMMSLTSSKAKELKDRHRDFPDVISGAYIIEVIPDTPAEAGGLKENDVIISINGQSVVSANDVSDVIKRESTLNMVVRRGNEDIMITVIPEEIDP
PRMT1 inh: PRMT1 (human) inhibition, primary screen; 370,000 compounds, 1.3% hits; AID 652257; inhibition, % at 2.79 µM; recombinant PRMT1, activity-based probe fluorescence polarization;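 active means inhibition above about 21% made by adding two undisclosed values, limit read from the data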
SIAE inh: inhibitors of human sialic acid acetylesterase SIAE; Q9HAT2; SIAE FP-Rh probe binding, fluorescence polarization; inhibition, % at 9.66 µM; 370,000 compounds, 0.69% hits; AID 1053197;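 active means inhibition above a cutoff: mean of compounds within the control limits plus 3 SD of those, cut at about 17% in these data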;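 further: 0% = plate median of compound wells and 100% = probe without SIAE protein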
Target sequence (Q9HAT2 whole entry, looked up): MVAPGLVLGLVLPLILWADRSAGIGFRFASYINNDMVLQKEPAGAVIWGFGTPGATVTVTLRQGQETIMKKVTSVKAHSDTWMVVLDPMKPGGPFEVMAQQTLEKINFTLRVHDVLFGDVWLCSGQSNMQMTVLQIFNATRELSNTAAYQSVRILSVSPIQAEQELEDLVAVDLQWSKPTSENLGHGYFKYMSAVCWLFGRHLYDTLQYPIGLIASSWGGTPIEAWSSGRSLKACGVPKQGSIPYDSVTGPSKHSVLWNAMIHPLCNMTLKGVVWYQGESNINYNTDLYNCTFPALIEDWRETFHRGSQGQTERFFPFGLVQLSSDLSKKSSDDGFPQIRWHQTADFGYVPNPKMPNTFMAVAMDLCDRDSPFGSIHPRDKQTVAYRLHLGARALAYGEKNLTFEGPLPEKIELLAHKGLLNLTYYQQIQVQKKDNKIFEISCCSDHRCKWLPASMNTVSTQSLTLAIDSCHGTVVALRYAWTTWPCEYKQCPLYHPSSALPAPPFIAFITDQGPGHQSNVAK
mABHD4 FP: inhibits mouse alpha/beta hydrolase domain 4 | Q8VD66 | purified mABHD4, FP-Rh probe fluorescence polarization | inhibition, % at 8.92 µM | 370,000 compounds, 0.54% hits;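 active means inhibition exceeding the mean over every tested compound plus 3 SD, cut at about 30% in these data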;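 further: 0% = plate median of compound wells and 100% = S159A mutant with DMSO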
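Test system: mABHD4 protein | Buffer or medium: HEPES pH 7.0 buffer, 150 mM NaCl, 0.01% Pluronic F-127 | Probe or stimulus: FP-Rh fluorescent activity-based probe, added after compound pre-incubation | Timing: Pre-incubation 45 min, probe exposure 60 min, at 25 °C | Technique: Fluorescence polarization, excitation 525 nm, emission 598 nm, BODIPY TMR filters | Repeats: Single well per compound (singlicate)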
LEDGF integ inh: blocks HIV-1 LEDGF/p75-dependent DNA integration; TR-FRET IN-LEDGF/p75 DNA integration, Eu/Cy5; 370,000 compounds, 0.64% hits; AID 743269; inhibition, % at 3.7 µM;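 active means inhibition above the screen-wide mean plus 3 SD, cut at about 13% in these data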;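 further: signal is the Cy5 over europium emission ratio at 671 and 618 nm; 0% = plate median of compound wells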
PG9 binder: PG9 antibody binding by small molecule; TR-FRET gp120-PG9 antibody binding; 360,000 compounds, 0.43% hits; AID 624416; inhibition, % at 6.7 µM; in the data active means inhibition above about 8.5%
Tn7 DDE FP: disrupts Tn7 cyclic peptide binding to fibrin D-Dimer-E complex; P02675; 370,000 compounds, 0.13% hits; inhibition, % at 8.3 µM; FP displacement of FITC-Tn7 peptide from fibrin DD(E); 0% = median of compound wells per plate;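 active means inhibition above the mean of compounds falling within the control limits plus 3 SD of them, cut at about 14% in these data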;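 further: 0% = plate median of compound wells and 100% = 10 µM Aha-Tn7 peptide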
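Test system – human fibrin DD(E) · Times – 10 min preincubation, 3 h with tracer, room temperature · Detection – fluorescence polarization of the labelled Tn7 tracer · Measure – percent inhibition normalized to high-control wells · Benchmarks – high control wells with 10 µM unlabelled Aha-Tn7 peptide (full inhibition) · Repeats – singlicate testing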
TCR CD3 inh: inhibitors of human TCR-CD3 interaction. TAMRA-labeled TCR probe fluorescence, biochemical. inhibition, % at 9.4 µM. 360,000 compounds, 0.37% hits. AID 651800; in the data active means inhibition above about 19%;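 further: recombinant mutant TCR 2C K166C tagged with TAMRA read by polarization; 0% = receptor in buffer alone and 100% = receptor with positive control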
UHRF1 MBD2 ctr: human UHRF1 methylated DNA binding inhibitors; inhibition, % at 4.4 µM; Q96T88; AID 687016; 370,000 compounds, 0.75% hits; UHRF1 binding to methylated oligo, TR-FRET; in the data active means inhibition above about 21%;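 further: UHRF1 SRA domain binding a hemimethylated CpG hairpin DNA probe; 0% = median of test compound wells and 100% = reference inhibitor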
An asterisk follows results filed as active; · = not tested or not shown. The order is random; any-hit rate near 4.2%.

SMILES	TDP2 inh	HTRA1 inhibitor	PRMT1 inh	SIAE inh	mABHD4 FP	LEDGF integ inh	PG9 binder	Tn7 DDE FP	TCR CD3 inh	UHRF1 MBD2 ctr
CC(C)C[C@H]1CN([C@@H](Cc2ccc(O)cc2)CN2CCC[C@@H]2CN2C(=O)C(=O)NC[C@@H]2Cc2ccccc2)C(=O)C(=O)N1CC1CCCCC1	-16	-11	-4	-6	3	6	1.1	-6	0	-2
Clc1ccccc1N=C1NN=C(c2cccs2)CS1	3	-19	2	2	7	-2	1.4	0	1	-6
CC(C)(C)NC(=O)C(=O)NN=C1CCCCCCCCCCC1	-9	-5	-2	7	1	7	-1.1	1	-3	-2
COc1ccc(Cc2nc(=S)[nH][nH]2)cc1Br	-7	3	14	3	-4	-3	1.4	10	0	1
Cc1c(C)c2ccc(OC3CCCCC3=O)cc2oc1=O (centres undefined)	2	3	-1	13	-9	2	-3.1	4	-2	-2
O=C1/C(=C/c2cccc([N+](=O)[O-])c2)CSc2ccc(Cl)cc21	1	-2	-3	0	-1	2	1.3	-1	2	-6
CC(C(=O)Nc1ccc(C(F)(F)F)cc1)N(C)CC(=O)N1CCN(Cc2ccccc2)CC1 (centres undefined)	7	-4	-1	1	9	2	0.1	9	4	-1
Cn1c(CNC(=O)CNC(=O)Cc2ccccc2)cc(=O)n(C)c1=O	-7	6	-2	-2	-5	-1	1.2	0	7	-4
O=C(Cc1ccc2c(c1)OCCO2)N1CCN(S(=O)(=O)c2cccc(Cl)c2Cl)CC1	-3	-1	2	2	4	-4	-1.4	4	-3	2
CCCC(C(=O)NC(C)(C)C)N(CC1CCCO1)C(=O)c1snc(C(N)=O)c1N (centres undefined)	3	6	1	-2	4	1	0.4	10	5	-1
Nc1c(Nc2ccccc2)c2ccccc2oc1=O	3	-3	0	0	6	-5	-7.3	1	10	-3
O=C(Nc1ccccc1N1CCCCC1)c1ccc(Cl)cc1	-7	-15	3	-7	-6	-3	3.5	1	1	3
CCOC(=O)N1CCN(C(=O)CSCC(=O)N=c2sc3cc(OC)ccc3n2C)CC1	-6	3	10	1	-2	0	-4.0	3	-7	0
CC(=O)Nc1ccc2nc(-c3ccccc3)cn2c1	-13	-2	-2	5	0	-2	-1.1	-1	8	-1
COc1ccc(C(=O)NC(NC(=O)c2ccc(OC)c(OC)c2)c2ccccc2F)cc1OC	-13	2	-1	2	-4	2	0.0	-11	-2	0
CCOc1ccc(N(CC(N)=O)S(=O)(=O)c2ccc(F)cc2)cc1	8	12	-3	0	2	0	2.2	2	-2	-1
Cc1ccc2oc(=O)c3cnn(CC(=O)N4CCCCCC4)c3c2c1	-7	-4	2	2	-1	2	-1.1	-1	-6	0
CCC(C)(C)NC(=O)CN(Cc1ccccc1Cl)C(=O)CCC(=O)Nc1cc(C)ccn1	3	-2	-5	0	-2	5	2.9	10	4	-2
O=C(COC(=O)c1ccc(O)cc1O)NCCN1C(=O)CSC1=O	-2	1	0	4	-3	-8	-0.1	6	-8	-1
O=c1[nH]cnc2c1oc1ccccc12	10	6	-2	3	-1	-2	0.4	-5	3	-2
CCc1nc2ccc(C(=O)NCC3CCCCC3)cn2c1N(CCC(C)C)CCN(C)C	-8	·	1	-1	5	2	0.3	1	5	-3
OC(CN1C2=NCCN2c2ccccc21)c1ccc2c(c1)OCO2 (centres undefined)	7	-2	1	-1	-2	2	0.8	0	1	-2
CCOC(=O)c1c(-c2cccs2)csc1N	1	3	7	-1	3	5	-2.7	2	1	0
CCN(Cc1cc2cc(C)ccc2[nH]c1=O)C(=O)c1cccc(OC)c1	0	3	-1	7	4	1	-2.0	-2	-2	0
C#CCOCCOCCOCCNc1nc(N2CCOCC2)nc(N2CCN(C(=O)[C@H](CCCCN)n3cc([C@@H](N)C(C)CC)nn3)CC2)n1 (some centres undefined)	3	11	0	2	10	4	-1.4	-7	3	9

Part of the list above in order of heavy-atom count, highest first:
SMILES	TDP2 inh	HTRA1 inhibitor	PRMT1 inh	SIAE inh	mABHD4 FP	LEDGF integ inh	PG9 binder	Tn7 DDE FP	TCR CD3 inh	UHRF1 MBD2 ctr
O=C(COC(=O)c1ccc(O)cc1O)NCCN1C(=O)CSC1=O	-2	1	0	4	-3	-8	-0.1	6	-8	-1
CC(C)(C)NC(=O)C(=O)NN=C1CCCCCCCCCCC1	-9	-5	-2	7	1	7	-1.1	1	-3	-2
CCOC(=O)c1c(-c2cccs2)csc1N	1	3	7	-1	3	5	-2.7	2	1	0

Going on with the list.
SMILES	TDP2 inh	HTRA1 inhibitor	PRMT1 inh	SIAE inh	mABHD4 FP	LEDGF integ inh	PG9 binder	Tn7 DDE FP	TCR CD3 inh	UHRF1 MBD2 ctr
Cc1cc(C(=O)N/N=C/c2cccn2C)n[nH]1	-1	4	-1	-5	3	1	0.0	1	-2	-2
Cc1cc(NC(=O)CSc2nnc(C)o2)no1	8	1	-2	2	-2	-1	-1.9	-1	0	0
CN(C)c1ccc(-c2cc3ccccc3c(=O)o2)cc1	2	2	-1	-1	5	-1	5.7	10	-8	-2
CC1CCCC(C)N1C(=O)COC(=O)c1cc(S(=O)(=O)N2CCOCC2)ccc1Cl (centres undefined)	-11	-8	5	4	10	-1	-0.2	-3	-2	6
CCCCNC(=O)COC(=O)C1CCN(S(=O)(=O)c2ccc3c(c2)OCCO3)CC1	-4	1	-6	6	0	-4	-0.3	-1	3	-1
Cc1cc(SCC2=NNC(=O)C2)c(Cl)cc1Cl	-11	4	-6	11	15	2	-2.5	-5	-1	-4
O=C(Nc1ccc(S(=O)(=O)Nc2ncccn2)cc1)c1cncc(Br)c1	13	-6	4	-1	-5	-3	1.0	2	-8	2
CC1(C)CN(C2CCCCC2)C(=O)[C@H]1CC(=O)Nc1ccccc1	8	-4	2	-1	3	1	-1.0	4	-1	-1
Cc1csc(NC(=O)c2ccc(COc3cccc(F)c3)o2)n1	-4	·	2	-1	-9	0	·	-7	·	2
CC(CC(=O)O)CC(=O)Nc1cccc([N+](=O)[O-])c1 (centres undefined)	7	-4	-5	2	0	2	-0.5	-3	3	0
CCCN1CCN(CCCNC(=O)Cn2nc(C)n3c(cc4cc(OC)ccc43)c2=O)CC1	27*	-3	-1	3	-3	0	1.1	-1	3	-8
c1ccc(NC2=Nc3ccccc3CS2)cc1	-3	-8	3	1	2	2	1.1	0	2	-3
CC1(C(=O)NS(=O)(=O)c2ccccc2Cl)CCN1C(=O)C1(c2ccc(Cl)cc2)CCC1 (centres undefined)	-6	·	-2	-1	5	5	-0.9	-9	-4	4
C=CCN(c1ccccc1)S(=O)(=O)c1ccc2c(c1)NC(=O)C(C)C(=O)N2 (centres undefined)	-8	0	-2	3	1	0	0.8	-6	2	3
COc1ccc(CC(=O)NNC(=O)c2ccncc2)cc1	-8	6	2	-3	9	-2	0.1	9	4	-1
Cc1cccc2c1N(C(=O)c1ccco1)C(C)(C)c1ssc(=S)c1-2	-3	3	0	1	10	-3	-0.3	-3	5	0
CC1(C(=O)NS(=O)(=O)C2CC2)CCCN(C(=O)c2cccc(OC(F)(F)F)c2)C1 (centres undefined)	-1	·	3	-2	3	2	-0.3	-3	3	2
O=C(Cc1ccccc1)Nc1cccc(NC(=O)c2cccs2)c1	-14	-31	-1	-10	-14	6	0.7	-4	1	9
CCOC(=O)c1ccc(NC(=O)CSc2ncccn2)cc1	-3	-5	-1	1	0	21*	0.5	-8	1	-1
Cc1cc(C(=O)CN2C(=O)NC3(CCCc4sccc43)C2=O)c(C)n1-c1ccc(Cl)cc1 (centres undefined)	2	3	-1	2	-4	1	-0.2	-10	5	2
Cc1[nH]c2ccccc2c1CCNC(=O)CCC(=O)c1ccccc1	7	3	-2	3	-2	2	0.7	4	-7	0
COc1cccc(C(C(=O)NC2CCCC2)N(C(=O)c2ccco2)c2ccccc2)c1OC (centres undefined)	15	-2	0	-1	4	3	1.1	2	1	2
O=C(NC(=S)NCc1ccccc1)c1cccs1	-8	-18	-1	-1	-6	2	-1.1	0	-7	4
CC(C)CN(C(=O)COC(=O)C1=COCCO1)c1c(N)n(Cc2ccccc2)c(=O)[nH]c1=O	4	3	2	1	1	-2	-1.2	3	4	1
CC(C)c1ccc(NC(=S)NCc2cccs2)cc1	1	-4	3	3	-15	-2	-0.5	9	3	3
Next section
SMILES	TDP2 inh	HTRA1 inhibitor	PRMT1 inh	SIAE inh	mABHD4 FP	LEDGF integ inh	PG9 binder	Tn7 DDE FP	TCR CD3 inh	UHRF1 MBD2 ctr
Cn1c(SCC(=O)NC(=O)NCc2ccco2)nnc1C(F)(F)F	8	-2	0	0	6	-1	0.7	1	-1	2
COc1ccc(N(Cc2ccco2)C(=O)c2ccccc2F)cc1OC	-9	-4	1	-1	1	-4	0.0	-5	-2	-1
CCOC(=O)C1(Cc2ccccc2C)CCCN(C(=O)c2ccoc2)C1 (centres undefined)	14	-4	0	-3	4	3	-1.6	0	-1	3
O=S1(=O)N=C(SCCO)c2ccccc21	-6	3	3	0	1	-4	-0.9	-1	6	10
COCCCNC(=O)c1ccc2c(=O)n(Cc3ccc(OC)cc3)c(=O)[nH]c2c1	10	-1	0	-5	-5	3	-1.7	1	4	2
CC1=Nc2ccccc2N=C(N)C1c1ccccc1 (centres undefined)	-1	-29	-1	1	8	0	-5.3	1	1	-7
CCOC(=O)N1CCN(C(=O)COC(=O)C2CCN(S(=O)(=O)c3c(Cl)cccc3Cl)CC2)CC1	-3	0	4	-1	2	-3	3.4	0	0	3
CCN1CNC(=S)N(Cc2ccccc2)C1	-7	5	-5	-1	7	1	-4.4	1	4	-2
Cn1nccc1C(=O)c1ccc(Cl)cc1	7	-4	0	9	14	3	0.2	7	-4	-2
Cc1cccc(N2CCN(C(=O)c3ccc4nc(N5CCCCC5)sc4c3)CC2)c1C	-17	-1	-4	-2	3	-3	0.5	1	9	-2
Cc1cc(NC(=O)c2sc(Nc3ccc(F)cc3)nc2N)no1	-9	4	-2	15	14	0	0.8	-2	0	4
COc1ccc(-n2nnnc2/C(=C/N(C)C)C(=O)c2ccccc2)cc1	3	-3	4	-9	0	-5	0.1	3	-6	5
COCCNC(=O)CCC(=O)NNc1nc2ccccc2c2nc(-c3ccccc3)nn12	3	0	1	3	-2	-4	-0.8	3	-11	-3
C=CCn1c(SC(C)C#N)nc2sc(CC)cc2c1=O (centres undefined)	3	-5	0	0	1	-3	0.4	2	3	-2
COc1ccc(C(=O)NNC(=O)c2ccccc2[N+](=O)[O-])cc1	7	4	-4	3	5	2	1.0	2	-1	12
C[C@H](CO)N1C[C@H](C)[C@@H](CN(C)S(=O)(=O)c2ccccc2)Oc2ccc(NC(=O)Nc3ccccc3)cc2C1=O	-5	-23	-2	-17	-4	0	0.8	6	4	1
